Screening data: PubChem BioAssay, Sanford-Burnham Center for Chemical Genomics
Apaf1 inhib – inhibitors of human Apaf-1 apoptosome, primary screen, biochemical, DEVD-Rh110 fluorescence, uHTS. reconstituted apoptosome caspase-3 activity. 330,000 tested, 0.71% active. Apoptotic protease-activating factor 1 (Homo sapiens), O14727. inhibition, % at 20 µM. AID 489030, 2010; active means inhibition of at least 40% at 20 µM;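 further: plate controls were DMSO wells for no effect and DEVD-CHO caspase inhibitor wells for full effect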
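System: Apoptosome proteins | Medium: Hepes pH 7.5 with detergent and BSA | Also added: Cytochrome c trigger plus (Z-DEVD)2-Rh110 caspase-3 substrate | Incubation: 30 min compound preincubation, 50 min activation, room temperature | Detection: Rhodamine 110 fluorescence at Ex 480/Em 540 nm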
SENP7 inh – SENP7 protease inhibitors, primary screen, biochemical, luminescence, uHTS; recombinant SENP7, Z-RLRGG-aminoluciferin luminescence, 40 min; 330,000 tested, 1.5% active; inhibition, % at 5 µM;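 active means inhibition above about 50% at the single test dose, limit read from the data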;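 further: plate controls were DMSO with enzyme for no effect and no enzyme buffer wells for full effect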
Target sequence (Q9BQF6 706-1050 limits assumed): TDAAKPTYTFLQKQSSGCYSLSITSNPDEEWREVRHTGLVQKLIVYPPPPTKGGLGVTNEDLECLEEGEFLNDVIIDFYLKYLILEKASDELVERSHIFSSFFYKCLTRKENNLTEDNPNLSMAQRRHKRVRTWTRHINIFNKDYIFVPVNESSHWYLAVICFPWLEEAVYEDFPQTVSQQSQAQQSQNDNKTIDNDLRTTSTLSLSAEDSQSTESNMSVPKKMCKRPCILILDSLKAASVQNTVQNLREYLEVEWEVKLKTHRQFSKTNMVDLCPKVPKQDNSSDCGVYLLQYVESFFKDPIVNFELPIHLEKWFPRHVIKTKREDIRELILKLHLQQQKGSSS
697 NFkB inh – inhibitors of PMA/ionomycin-induced NF-kB reporter, 697 cells, primary screen, B-cell NF-kB inhibitor project, cell-based, luminescence, uHTS. 330,000 tested, 0.33% active. 697 B-cell NF-kB luciferase reporter, 16 h. inhibition, % at 4 µM; in the data active means inhibition above about 35%
Gli-Sufu antag – Gli-Sufu pathway antagonists, primary screen, luciferase luminescence, Sufu-KO-LIGHT cells, uHTS; Sufu-KO-LIGHT fibroblasts, Gli luciferase reporter luminescence; inhibition, % at 5 µM; 340,000 tested, 0.74% active; AID 588413, 2011;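 active means inhibition above about 55%, limit read from the data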;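 further: 0% = DMSO-treated cells and 100% = wells with medium but no cells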
Jurkat NFkB inh – inhibitors of induced NF-kB luciferase reporter, primary screen, TCR NF-kB activation inhibitor project, cell-based, luminescence, uHTS; Jurkat, PMA/ionomycin-induced NF-kB luciferase reporter; inhibition, % at 4 µM; 330,000 tested, 0.53% active; AID 435003, 2010
UBC13 polyUb – UBC13 polyubiquitin chain formation inhibitors, primary screen, biochemical, TR-FRET, uHTS; inhibition, % at 20 µM; 330,000 tested, 0.47% active; AID 485273, 2010; in the data active means inhibition above about 45%, passing the limit was not always enough
Target sequence (P61088 whole entry, looked up): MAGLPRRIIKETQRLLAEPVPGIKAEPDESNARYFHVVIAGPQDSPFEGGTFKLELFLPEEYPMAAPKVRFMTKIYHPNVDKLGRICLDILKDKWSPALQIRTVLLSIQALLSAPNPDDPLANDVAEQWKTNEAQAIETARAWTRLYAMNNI
HKDC1 inhibitor – HKDC1 hexokinase inhibitors, primary screen, biochemical, fluorescence, uHTS; recombinant HKDC1, G6PDH/diaphorase resazurin coupled fluorescence; 340,000 tested, 0.16% active; inhibition, % at 20 µM; Q2TB90;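 active means inhibition above about 35% when tested at 20 µM, limit read from the data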;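 further: plate controls were DMSO wells with enzyme for no effect and DMSO wells lacking enzyme for full effect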
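Material – in-house recombinant HK5 (HKDC1) enzyme · Quantity – HKDC1 at 5 µg/mL · Buffer or medium – pH 8.0 Tris buffer with 10 mM MgCl2 · Reagent – glucose with 1 mM ATP · Dosing – single 20 µM dose · Times – reaction time 90 min, room temperature, protected from light · Technique – resorufin fluorescence at 613 nm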
SENP8 block – SENP8 protease inhibitors, primary screen, biochemical, luminescence; Sentrin-specific protease 8 (Homo sapiens), Q96LD8; inhibition, % at 10 µM; purified SENP8, Z-RLRGG-aminoluciferin cleavage; 330,000 tested, 1.2% active
Target sequence (Q96LD8 whole entry, looked up): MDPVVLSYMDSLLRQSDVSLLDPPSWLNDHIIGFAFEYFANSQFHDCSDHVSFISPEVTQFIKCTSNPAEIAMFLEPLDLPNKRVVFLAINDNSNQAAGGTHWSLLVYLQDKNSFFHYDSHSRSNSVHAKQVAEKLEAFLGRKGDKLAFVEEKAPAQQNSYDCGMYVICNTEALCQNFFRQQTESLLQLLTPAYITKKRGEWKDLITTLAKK
Numbers without * were called inactive. Unless noted, no stated cut-off is given here; in the data, active means inhibition above about 50%; inactive means the rest.

SMILES	Apaf1 inhib	SENP7 inh	697 NFkB inh	Gli-Sufu antag	Jurkat NFkB inh	UBC13 polyUb	HKDC1 inhibitor	SENP8 block
CCOc1ccc(-c2nc(CSCC(=O)NCCN3CCOCC3)c(C)o2)cc1	1	-5	16	-7	-14	-2	-10	-9
COc1ccc(/C=C/c2nc(S(=O)(=O)c3ccccc3)c(N(C)C)o2)cc1	16	12	-25	9	7	-2	-5	-7
N#CC1=C(N)OC2=C(C(=O)CCC2)[C@]12C(=O)N(CC(N)=O)c1ccccc12	-4	6	4	-18	-4	7	-1	2
O=C(O)CC(NC(=O)c1ccco1)c1ccco1 (centres undefined)	-2	-6	-9	0	-24	-4	-9	-2
O=c1[nH]n2c(=O)c3c([nH]c2c1N=Nc1cccc(C(F)(F)F)c1)CCCC3	30	-6	-6	-10	-16	-117	11	-6
CC(C)(C)OC(=O)N1CCCC(C(=O)Nc2ccc(C(=O)N3CCOCC3)cc2)C1 (centres undefined)	-1	-3	18	-6	2	12	-6	8
COc1ccc(C)cc1NC(=O)c1cc(S(=O)(=O)N2CCC3(CC2)OCCO3)ccc1F	14	-1	-6	23	8	24	-2	10
Cc1ccc(/C=N/NC(=O)Cn2nnc(N)n2)cc1	0	0	2	-10	-14	2	-2	-2
Cc1cnc(C(=O)N2CCCC(N3CCN(c4ccccc4C)CC3)C2)cn1 (centres undefined)	-8	0	15	8	6	-7	0	10
CCc1ccc(Nc2nnc(SCC(=O)NC(=O)CN3CCCC3=O)s2)cc1	-5	1	20	-5	-5	-6	-2	-7
Cc1nnsc1C(=O)NNc1ccc(C(C)C)cc1	-17	18	-44	-22	-26	6	-3	-9
CCCCc1ccc(NC(=S)NCCc2ccc(S(N)(=O)=O)cc2)cc1	-2	2	4	-9	18	-8	11	3
CCCCOc1ccccc1N	-4	1	-10	0	1	-7	-3	1
CCCS(=O)(=O)N1CCN(C(=O)c2cccc(OC)c2)CC1	-2	0	4	2	4	6	-2	-1
Cc1ccc(-c2cnn3c(N4CCOCC4)cc(C)nc23)cc1	4	32	-280	16	-140	13	1	29
COc1cccc(NC(=S)Nc2ccc(F)cc2)c1	-15	-1	-3	12	-17	3	-3	2
CC(O)Cc1cn([C@@H](CCCCN)C(=O)N2CCNCC2)nn1 (some centres undefined)	6	6	20	-13	4	-2	-1	2
Cc1ccc(S(=O)(=O)N2CCN3CCCC3C2)cc1 (centres undefined)	1	-6	17	6	7	0	-3	1
Cc1cc(OCC(=O)C(C)(C)C)c2c(-c3ccccc3)cc(=O)oc2c1	13	-1	-9	13	-2	4	-2	3
C[C@@H](C(=O)NCC1CC1)[C@@H]1C[C@@]1(C)[C@@H](NC(=O)OCc1ccccc1)c1ccccc1	9	-5	5	4	-2	9	2	-5
O=C(CN1C(=O)c2ccccc2C1=O)Nc1nccs1	-12	0	-7	-2	19	-13	-5	-1
Cc1ccc(Nc2nc(N)c([N+](=O)[O-])c(N3CCOCC3)n2)cc1	2	-3	21	0	-12	0	-7	-12
Cc1ccc(OCc2cc(C(=O)NCC(C)c3ccccc3)no2)cc1C (centres undefined)	24	-1	-6	-18	-7	-5	-2	-8
COc1ccccc1CCNC(=O)C(=O)NCC1OCCN1S(=O)(=O)c1ccc(OC)c(OC)c1 (centres undefined)	7	8	15	-4	-5	-2	0	-9
O=S(=O)(NCc1ccccn1)c1cc(OCC(F)(F)F)ccc1OCC(F)(F)F	-16	-2	-10	4	4	2	-4	-6

Grouped by structure: the compounds so far with a halogen.
SMILES	Apaf1 inhib	SENP7 inh	697 NFkB inh	Gli-Sufu antag	Jurkat NFkB inh	UBC13 polyUb	HKDC1 inhibitor	SENP8 block
O=c1[nH]n2c(=O)c3c([nH]c2c1N=Nc1cccc(C(F)(F)F)c1)CCCC3	30	-6	-6	-10	-16	-117	11	-6
COc1ccc(C)cc1NC(=O)c1cc(S(=O)(=O)N2CCC3(CC2)OCCO3)ccc1F	14	-1	-6	23	8	24	-2	10
COc1cccc(NC(=S)Nc2ccc(F)cc2)c1	-15	-1	-3	12	-17	3	-3	2
O=S(=O)(NCc1ccccn1)c1cc(OCC(F)(F)F)ccc1OCC(F)(F)F	-16	-2	-10	4	4	2	-4	-6

Later entries
SMILES	Apaf1 inhib	SENP7 inh	697 NFkB inh	Gli-Sufu antag	Jurkat NFkB inh	UBC13 polyUb	HKDC1 inhibitor	SENP8 block
O=C(CNC(=O)C1CCCCC1)OCC(=O)c1ccc(F)cc1	1	-9	-16	-2	-11	-12	-4	-3
O=C(NNc1c2ccccc2nc2ccccc12)c1ccccc1O	5	-1	13	10	4	-178	-11	1
CC(=O)Nc1ccc(NC(=O)C2CCCN(S(=O)(=O)c3ccc(Cl)cc3)C2)cc1 (centres undefined)	-4	-6	25	-19	-4	9	-5	1
CNc1ccc([N+](=O)[O-])cc1C(=O)O	-13	7	-8	4	1	-10	1	-2
CCOC(=O)c1c2ccccc2[n+]([O-])n1[C@@H](C)C(N)=O	0	11	-19	2	-27	-20	-3	-11
CC(=O)Oc1ccc(-c2ccc(C(=O)OCC(=O)N(C)CC(=O)Nc3ccccc3Cl)cc2)cc1	8	-12	8	-5	11	3	-3	-10
CC(=O)C1=C(C)OC(N)=C(C#N)C1c1ccco1 (centres undefined)	8	8	2	9	3	-4	3	-2
NNC(=O)c1cc(-c2ccccc2)sc1N	-12	2	5	3	-4	18	22	-4
CCC(=O)NCCc1nc2ccccc2n1CC(=O)c1ccccc1	0	1	-3	3	-1	-1	-3	3
O=C(NCc1ccc(F)cc1)c1ccc(S(=O)(=O)Nc2cccc(C(F)(F)F)c2)cc1	10	-6	-4	13	1	-8	3	-5
Cc1c(Cl)cccc1NC(=S)NCCc1ccc(S(N)(=O)=O)cc1	-5	-9	12	-5	3	3	-2	0
Cc1ccc(S(=O)(=O)N(Cc2ccc(Cl)cc2)c2ccccc2C(=O)NCc2ccco2)cc1	9	-8	-22	5	0	-9	-1	3
Cc1ccc(C)c(N/C=C(\C#N)c2nc3ccccc3o2)c1	2	-5	-9	-43	-16	0	-7	-5
Cc1cc(C(C)(C)C)cc(C)c1N	-3	1	13	5	12	7	-6	2
Cc1onc(-c2ccccc2)c1C(=O)N/N=C/c1ccc(Br)cc1	5	8	-30	6	-12	1	2	-3
CC(C)CN1CCCC(N2CCN(c3cccc(Cl)c3)CC2)C1 (centres undefined)	-1	-7	-16	10	-2	-2	-5	-12
COc1cccc(NC(=O)CN(C)CC(=O)Nc2ccc3c(c2)OCO3)c1	-5	5	-5	5	-14	-2	-3	-9
CCCCCn1cnc2c(=S)nc(N)[nH]c21	8	5	-11	-11	-18	5	-6	1
NC(=O)N/N=C/c1cccc(OCc2ccc(F)cc2)c1	-3	-5	2	-5	-6	2	-5	5
Cc1cccc(NC(=O)c2ccc(S(=O)(=O)NCc3ccco3)cc2)n1	-2	-1	-30	-25	-25	9	-1	4
COc1ccc(S(=O)(=O)N2CCc3ccccc32)cc1C(=O)O	-4	3	-3	-15	1	-5	4	1
COc1ccc2c(ccn2S(=O)(=O)c2ccccc2)c1	17	-13	-30	7	-15	-10	-3	-9
O=C(NC1CCCCC1)c1cc(-n2cnnc2)ccc1Cl	-8	0	17	5	6	-5	-4	-6
Cc1cc(N2C(=O)[C@@H]3[C@H](C2=O)[C@@H]2C[C@H]3C(Br)C2Br)no1 (some centres undefined)	-17	-4	-4	-21	4	0	-1	3
CCOC(=O)CC(=O)CSc1ccc2nnc(-c3ccc(F)cc3)n2n1	-2	-2	23	0	7	9	-6	2

Taken from above.
CC(C)CN1CCCC(N2CCN(c3cccc(Cl)c3)CC2)C1 (centres undefined) in UBC13 polyUb → -2
CC(=O)Nc1ccc(NC(=O)C2CCCN(S(=O)(=O)c3ccc(Cl)cc3)C2)cc1 (centres undefined) in Jurkat NFkB inh → -4

The results go on.
SMILES	Apaf1 inhib	SENP7 inh	697 NFkB inh	Gli-Sufu antag	Jurkat NFkB inh	UBC13 polyUb	HKDC1 inhibitor	SENP8 block
Cc1ccc(S(=O)(=O)N2CCN(C3CCN(Cc4ccccc4)CC3)CC2)cc1	0	-1	-27	5	11	6	-8	-3
CC(C(=O)NCCS(=O)(=O)c1ccc(Cl)cc1)S(=O)(=O)c1ccc(Cl)cc1 (centres undefined)	-1	7	-16	72*	-22	-6	-9	-5
Cc1noc(C)c1CSc1nnc(C)c(=O)[nH]1	-3	-6	-30	8	-6	-4	1	-8
COc1ccccc1CNC(=O)C1Cc2ccccc2C(=O)O1 (centres undefined)	8	-3	7	-4	-1	-5	9	-3
Cn1nc(C(F)(F)F)c(-c2ccc(Br)cc2)c1NC(=O)c1nccnc1C(=O)O	-8	4	6	33	-8	0	2	-4
CCSc1nnc(NC(=O)C2CCN(S(=O)(=O)c3cc(C(F)(F)F)ccc3Cl)CC2)s1	12	-1	-2	9	15	-15	-13	-7
O=C(NC1CCCCC1)n1c(=O)oc2ccc(Cl)cc21	-8	-1	9	-5	-10	13	1	-13
Cc1ccc(NC(=O)CS(=O)(=O)c2cn(CC(=O)N3CCOCC3)c3ccccc23)cc1	-1	4	7	-12	-14	-1	-2	-1
CCOc1ccccc1NC(=S)N1CCN(c2cccc(OC)c2)CC1	8	0	-1	33	19	6	-6	-9
Cc1cccc(C(=O)Nc2ccc(N3CCN(S(C)(=O)=O)CC3)cc2)c1	-3	13	-5	-44	15	6	-10	4
CCc1cc(C)cc(OCCNC(=O)c2ncn[nH]2)c1	-14	3	8	2	8	3	5	0
Fc1ccccc1-c1csc(=Nc2cccnc2)n1CC1CCCO1 (centres undefined)	9	-3	-45	14	5	-6	2	-1
c1ccc(Nc2nc(NCC3CCCO3)c3ccccc3n2)cc1 (centres undefined)	13	1	-48	57*	13	41	4	-7
Cc1cc(C)c(C#N)c(SCc2ccc(C#N)cc2)n1	8	5	8	-10	5	3	4	-4
Cc1nc2sc(C(c3cccc(F)c3)N3CCC(O)CC3)c(O)n2n1 (centres undefined)	4	1	10	4	-6	7	-2	-1
Cc1ccc(C2=Nc3cccnc3C(c3ccccc3)=NN2)cc1	5	33	-76	-56	-124	-20	4	19
N#Cc1c(N)n(-c2cccc(C(=O)O)c2)c2nc3ccccc3nc12	31	5	12	10	4	10	-1	20
CC(C)CCNC(=O)C(=O)Nc1cc2c3c(c1)CCC(=O)N3CCC2	0	14	4	-5	1	-6	-3	-11
CC(C)(C)c1ccc(C(=O)NCC(=O)NCC(C)(C)N2CCOCC2)cc1	3	-4	3	-2	-11	-2	-1	14
COc1ccc([C@@H]2CC=C(C(=O)O)[C@H](c3cccc(Cl)c3)N2S(=O)(=O)c2ccc(C)cc2)cc1OC	8	-6	12	-8	9	-13	-7	7
CC1(C)OC(C(N)=O)C(C(N)=O)O1 (centres undefined)	6	2	-8	2	9	-2	1	6
Clc1cccc(NCc2nnc(SCc3ccccc3Cl)o2)c1	19	8	0	8	-17	1	0	-7
O=C(NCCC1=CCCCC1)C(=O)NCC1OCCCN1S(=O)(=O)c1cc(F)ccc1F (centres undefined)	1	9	-9	-3	-19	18	20	0
Cc1cc(C)c(S(=O)(=O)NCCSCc2ccco2)c(C)c1	9	2	11	-8	-12	3	0	-3
O=C(CSc1ncccn1)NCc1ccccc1	2	-8	-18	-14	-6	-2	-2	-7
O=C(NC1CCN(Cc2ccc(Cl)c(Cl)c2)CC1)c1ccccc1	7	4	0	16	11	5	-3	7
